SIAE inh: human SIAE inhibition, primary screen; Q9HAT2; SIAE FP-Rh probe binding, fluorescence polarization; inhibition, % at 9.66 µM; actives 0.69% (n = 370,000);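 active = inhibition above a cutoff: mean of compounds within the control limits plus 3 SD of those, cut at about 17% in these data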;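 note: 0% = plate median of compound wells and 100% = probe without SIAE protein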
PRMT1 FP inh: blocks human protein arginine methyltransferase 1 | inhibition, % at 2.79 µM | recombinant PRMT1, activity-based probe fluorescence polarization | AID 652257 | actives 1.3% (n = 370,000) | Q99873;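 active = inhibition above about 21% made by adding two undisclosed values, limit read from the data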
Target sequence (Q99873 whole entry, looked up): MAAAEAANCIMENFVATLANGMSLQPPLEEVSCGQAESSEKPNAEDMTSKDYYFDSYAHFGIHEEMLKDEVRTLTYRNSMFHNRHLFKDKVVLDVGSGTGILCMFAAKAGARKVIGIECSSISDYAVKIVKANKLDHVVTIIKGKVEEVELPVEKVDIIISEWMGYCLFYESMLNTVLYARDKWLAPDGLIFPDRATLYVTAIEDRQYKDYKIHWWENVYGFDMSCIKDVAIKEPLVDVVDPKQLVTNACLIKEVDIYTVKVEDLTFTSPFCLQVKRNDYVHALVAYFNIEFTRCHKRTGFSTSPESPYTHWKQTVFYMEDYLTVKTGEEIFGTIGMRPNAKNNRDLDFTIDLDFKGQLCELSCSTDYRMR
LEDGF integ inh: blocks HIV-1 LEDGF/p75-dependent DNA integration | TR-FRET IN-LEDGF/p75 DNA integration, Eu/Cy5 | inhibition, % at 3.7 µM | actives 0.64% (n = 370,000) | AID 743269;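 active = inhibition above the screen-wide mean plus 3 SD, cut at about 13% in these data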;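 note: signal is the Cy5 over europium emission ratio at 671 and 618 nm; 0% = plate median of compound wells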
NPR2 activator: GC-B (human) receptor activation; P20594; AID 1920062; activation, % at 10 µM; HEK293-GC-B cells, CNP EC30, cGMP TR-FRET; 0% at EC30 CNP, 100% saturating CNP; actives 0.11% (n = 370,000);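 active = activation at 10 µM reaching about 35% in either raw or pattern-adjusted values, limit read from the data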
HTRA1 inh: inhibitors of human serine peptidase HTRA1; actives 0.5% (n = 340,000); recombinant HTRA1, FP-rhodamine activity-based probe, fluorescence polarization; Q92743; inhibition, % at 5.96 µM; AID 504803; in the data active = inhibition above about 36%;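 note: 0% = enzyme with DMSO and 100% = wells lacking enzyme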
TDP2 inh: TDP2 (human) inhibition, absorbance primary screen. AID 720702. recombinant TDP2, T5PNP hydrolysis, p-nitrophenol absorbance 415 nm. O95551. actives 0.34% (n = 370,000). inhibition, % at 12.8 µM;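 active = inhibition above the mean of all tested compounds plus 3 SD, set per campaign, cut at about 25% in these data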;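 note: 0% = DMSO with enzyme and 100% = buffer with substrate but no TDP2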
Target sequence (O95551 whole entry, looked up): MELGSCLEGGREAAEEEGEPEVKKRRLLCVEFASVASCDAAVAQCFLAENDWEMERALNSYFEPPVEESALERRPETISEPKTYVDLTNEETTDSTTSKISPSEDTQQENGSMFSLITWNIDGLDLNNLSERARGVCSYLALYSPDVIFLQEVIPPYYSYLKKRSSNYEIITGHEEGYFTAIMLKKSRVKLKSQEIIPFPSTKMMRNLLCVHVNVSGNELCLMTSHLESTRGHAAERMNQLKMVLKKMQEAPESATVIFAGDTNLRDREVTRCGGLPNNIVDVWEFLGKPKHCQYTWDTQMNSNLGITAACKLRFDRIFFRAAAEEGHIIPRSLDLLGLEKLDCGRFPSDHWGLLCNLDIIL
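Read-out basis: percent inhibition. System: recombinant human TDP2. Buffer or medium: Mg2+-containing Tris-HCl buffer, pH 7.5. Repeats: single replicate. Timing: reaction 2 h, 37 °C. Benchmarks: high control without enzyme, low control DMSO plus TDP2. Probe or stimulus: 5 mM T5PNP. Doses: 12.8 µM only. Measured by: epi absorbance of p-nitrophenol freed from T5PNP by hydrolysis.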
MBD2 DNA inh: blocks human MBD2 binding to methylated DNA; Q9UBB5; inhibition, % at 4.4 µM; actives 0.31% (n = 370,000); TR-FRET, MBD2 binding to methylated oligonucleotide; in the data active = inhibition above about 13%
ABHD4 inh: inhibits mouse alpha/beta hydrolase domain 4; Q8VD66; purified mABHD4, FP-Rh probe fluorescence polarization; inhibition, % at 8.92 µM; actives 0.54% (n = 370,000); AID 720543;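 active = inhibition exceeding the mean over every tested compound plus 3 SD, cut at about 30% in these data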;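 note: 0% = plate median of compound wells and 100% = S159A mutant with DMSO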
Target sequence (Q8VD66 whole entry, looked up, the tested form may be a part): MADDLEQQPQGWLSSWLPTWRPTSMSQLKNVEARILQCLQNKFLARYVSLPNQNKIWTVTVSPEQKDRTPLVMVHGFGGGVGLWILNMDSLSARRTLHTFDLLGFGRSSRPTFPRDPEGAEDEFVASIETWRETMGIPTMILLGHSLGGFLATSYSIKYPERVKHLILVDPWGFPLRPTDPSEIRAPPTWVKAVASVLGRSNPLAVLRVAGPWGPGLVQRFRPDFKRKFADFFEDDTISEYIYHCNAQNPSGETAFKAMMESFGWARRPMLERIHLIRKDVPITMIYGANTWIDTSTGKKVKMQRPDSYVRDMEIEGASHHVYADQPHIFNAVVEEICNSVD
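Assay system: wild-type mouse ABHD4 protein; compound: single nominal dose of 8.92 µM, 0.89% DMSO final; schedule: 45 min + 60 min at 25 °C; measured by: FP readout, ex 525 nm / em 598 nm; evaluation: % inhibition of FP-Rh probe binding versus controls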
rCAG binder: binds r(CAG) RNA repeats | inhibition, % at 3 µM | actives 1.3% (n = 370,000) | r(CAG) RNA repeat, TO-PRO-1 dye displacement fluorescence;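 active = inhibition above the plate cutoff, the mean of all test compounds on that plate plus 3 SD, cut at about 35% in these data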;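 note: 0% = DMSO alone and 100% = 100 µM mitoxantrone as full dye displacement; higher means more dye released from RNA so lower well fluorescence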
TCR CD3 inh: inhibitors of human TCR-CD3 interaction | TAMRA-labeled TCR probe fluorescence, biochemical | inhibition, % at 9.4 µM | actives 0.37% (n = 360,000) | AID 651800; in the data active = inhibition above about 19%;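 note: recombinant mutant TCR 2C K166C tagged with TAMRA read by polarization; 0% = receptor in buffer alone and 100% = receptor with positive control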
An asterisk follows results filed as active; x = no result given; & = joins results of further samples.

entry	canonical_smiles	SIAE inh	PRMT1 FP inh	LEDGF integ inh	NPR2 activator	HTRA1 inh
1	Cc1cc(C)c(OCC(=O)OC(C)C(=O)N2CCc3ccccc32)c(C)c1 (stereo unspecified)	1.0	-2.1	2.1	-0.3	-11.7
2	Cc1ccccc1NC(=O)NC1(C(=O)N2CCCC2)CCCCC1	-2.3	0.6	2.6	-4.4	0.1
3	O=C(c1cc([N+](=O)[O-])ccc1Cl)N1CCc2ccccc21	-0.3	1.9	-3.9	-2.1	1.0
4	O=C(Nc1ccc(OCCO)cc1)c1csc([C@H]2C[C@H](O)[C@@H](CO)O2)n1	6.7	0.3	-3.6	3.1	x
5	O=c1[nH]c2ccsc2c(=O)n1CCO	-0.7	-4.3	3.7	0.6	-5.1
6	Cc1ccc(Cn2c([N+](=O)[O-])cnc2C)cc1	-7.8	4.5	0.5	0.7	-4.9
7	COc1ccc(CCNC(=O)CSc2nnc3ccc(-c4cccnc4)nn23)cc1OC	1.6	0.2	4.5	-15.8	3.5
8	Cc1ccc(N(CC(=O)Nc2ccc3c(c2)OCCO3)S(=O)(=O)c2c(C)n[nH]c2C)cc1	-4.9	-1.8	4.4	-1.8	0.9
9	CC(=O)NCCOC(=O)Nc1cccnc1	6.5	0.1	5.6	2.6	-1.6
10	O=C(NN1CCOCC1)c1ccc(Cl)cc1Cl	4.3	0.4	-0.5	3.3	2.0
11	CC1=CCC2C(=O)N(CCc3c[nH]c4ccccc34)C(=O)C2C1 (stereo unspecified)	0.4	-0.1	4.0	4.8	-3.5
12	CCOC(=O)CNC(=O)N(C)[C@H]1C[C@H]2c3[nH]c4ccccc4c3CCN2C(=O)[C@H]1[C@H](C)O	4.6	3.4	-3.3	0.7	x
13	Cn1c2c(c(O)c(-c3ccccc3)c1=O)C(=O)CC(C)(C)C2	-2.2	0.2	-4.9	-3.3	-5.8
14	CSCCC(NC(=O)COc1ccccc1)C(=O)O (stereo unspecified)	9.4	0.2	2.7	1.1	2.5
15	CN(C(=O)COC(=O)COc1ccccc1Cc1ccccc1)c1ccccc1	-2.3	0.8	0.6	6.8	-23.2

entry	TDP2 inh	MBD2 DNA inh	ABHD4 inh	rCAG binder	TCR CD3 inh
1	-9.7	-2.3	-4.5	-6.8	3.2
2	3.2	6.0	-3.2	-1.6	4.0
3	-3.9	-0.2	1.4	-1.7	1.7
4	1.4	1.3	-2.0	0.9	6.1
5	10.4	-5.4	1.4	-0.3	5.8
6	-3.3	8.8	0.3	-2.2	-3.4
7	-9.4	6.9	1.5	-1.9	-5.8
8	-13.0	2.8	-4.9	3.0	-6.9
9	-6.8	-7.6	0.9	3.1	2.0
10	-6.7	0.5	1.8	-0.2	4.8
11	-1.5	10.1	4.6	2.7	-2.5
12	8.3	-0.4	4.1	3.2	2.2
13	0.9	-2.2	5.8	-2.5	-8.2
14	-1.3	-3.7	-2.1	-1.9	1.4
15	-9.8	0.8	-4.8	-6.3	6.9

Further structures
entry	canonical_smiles	SIAE inh	PRMT1 FP inh	LEDGF integ inh	NPR2 activator	HTRA1 inh
16	COc1cccc(NC(=O)CNC(=O)Cn2cnc3sc4c(c3c2=O)CCCC4)c1	-2.3	-2.5	6.6	-5.0	1.6
17	CCOc1ccccc1NC(=O)CSc1nnc(CNC(=O)c2ccccc2F)o1	2.6	0.2	0.8	3.3	3.4
18	COCCNC(=O)COC(=O)c1cccnc1SC	0.8	0.8	2.2	2.6	1.6
19	CCCCOc1ccc(C(=O)NCC(=O)NC2CCCCC2)cc1	1.5	0.9	-3.6	1.4	1.1
20	CCOc1ccc(N2C(=O)CC(N)C2=O)cc1 (stereo unspecified)	-0.2	75.7*	-0.2	3.1	6.3
21	COc1ccc(C(=O)C[n+]2cc(-c3ccc(OC)cc3)n3c2CCCC3)cc1	1.9&5.6	-1.5&4.5	0.4&0.3	2.4&0.7	-6.0&-10.7
22	CCOCCCNC(=O)c1[nH]c(C)c(C(C)=O)c1C	2.8	-2.6	2.2	-1.6	4.5
23	Cc1ccc(CSc2ccc(S(=O)(=O)N3CCCCC3)cn2)cc1	0.6	3.2	2.3	-1.3	-1.9
24	CC(=O)Nc1cccc(C(=O)N/N=C/c2cccc(C)n2)c1	8.8	-0.6	3.9	4.2	-3.2
25	COC(=O)c1ccc(CNC(=O)COC(=O)C2CCC(C(C)(C)C)CC2)cc1 (stereo unspecified)	-2.7	-3.9	6.0	3.7	-9.4
26	CCN(C(=O)N1CCOCC1)c1ccccc1C	-2.8	0.5	-2.4	1.7	2.9
27	CC(C)(C)n1nc2c(c1NC(=O)c1ccc(Br)cc1)CS(=O)C2 (stereo unspecified)	0.0	-3.0	-0.8	4.2	-4.7
28	COc1ccc2ccccc2c1CNc1nnnn1C	-4.7	4.3	-3.5	2.4	0.6
29	COC(=O)C1=C(N)OC2=C(C(=O)CC(C)(C)C2)C1c1ccoc1 (stereo unspecified)	-2.0	0.9	5.6	-0.6	-2.3
30	CC(C)(C)c1cc[n+](-c2[nH]c(=O)sc2/C=N/NC([S-])=Nc2ccccc2)cc1	9.4	116.2*	-6.5	-9.9	27.5

entry	TDP2 inh	MBD2 DNA inh	ABHD4 inh	rCAG binder	TCR CD3 inh
16	10.2	-2.7	-2.0	3.2	-0.4
17	-3.8	3.0	3.5	-1.1	-4.1
18	-1.6	-1.1	-6.2	-4.2	0.9
19	-0.2	6.7	-7.3	-0.7	-4.8
20	1.8	4.4	-5.1	0.1	2.4
21	-5.7&10.8	4.6&2.7	-0.1&5.8	3.5&3.1	3.5&-4.8
22	16.5	2.8	-1.2	-1.6	9.2
23	-8.4	-1.2	-3.4	0.9	5.3
24	6.1	2.6	0.9	-1.9	-4.0
25	-4.2	-2.4	1.0	-1.0	-3.7
26	5.2	-3.1	0.7	0.7	0.5
27	6.7	2.4	-2.8	-0.2	0.9
28	-10.2	4.8	0.4	-3.2	-5.9
29	-4.6	-8.9	2.8	0.4	-2.8
30	-4.6	-4.8	23.9	-66.3	-3.4

Random excerpt: four entries already listed
entry	canonical_smiles	SIAE inh	PRMT1 FP inh	LEDGF integ inh	NPR2 activator	HTRA1 inh
20	CCOc1ccc(N2C(=O)CC(N)C2=O)cc1 (stereo unspecified)	-0.2	75.7*	-0.2	3.1	6.3
19	CCCCOc1ccc(C(=O)NCC(=O)NC2CCCCC2)cc1	1.5	0.9	-3.6	1.4	1.1
25	COC(=O)c1ccc(CNC(=O)COC(=O)C2CCC(C(C)(C)C)CC2)cc1 (stereo unspecified)	-2.7	-3.9	6.0	3.7	-9.4
24	CC(=O)Nc1cccc(C(=O)N/N=C/c2cccc(C)n2)c1	8.8	-0.6	3.9	4.2	-3.2

entry	TDP2 inh	MBD2 DNA inh	ABHD4 inh	rCAG binder	TCR CD3 inh
20	1.8	4.4	-5.1	0.1	2.4
19	-0.2	6.7	-7.3	-0.7	-4.8
25	-4.2	-2.4	1.0	-1.0	-3.7
24	6.1	2.6	0.9	-1.9	-4.0

Next section:
entry	canonical_smiles	SIAE inh	PRMT1 FP inh	LEDGF integ inh	NPR2 activator	HTRA1 inh
31	CCCCN1C(=O)C(CC(=O)NC2CC2)CC(C(=O)N(C(C)C)C(C)C)=C1C (stereo unspecified)	-3.2	1.2	-3.3	7.4	0.3
32	Cc1nn2c(NCc3ccccn3)cc(C(C)C)nc2c1-c1ccccc1	1.3	0.5	2.0	-8.8	12.3
33	Cc1ccc(/C=C/C(=O)NCCCN2CCN(CCCNC(=O)/C=C/c3ccc(C)cc3)CC2)cc1	-2.3	-1.6	-0.8	-4.5	2.0
34	O=C(CCOc1ccccc1)Nc1cccc(S(=O)(=O)Nc2ccccc2Cl)c1	-8.2	-0.8	-1.9	3.4	-23.0
35	NCCNC(=O)c1ncsc1-c1cccc(F)c1	1.2	-4.5	3.3	-10.9	5.3
36	CN(C)S(=O)(=O)c1ccc(Cl)c(C(=O)NNC(=O)c2ccc3c(c2)OCO3)c1	7.4	3.2	-3.3	8.2	-4.7
37	NC(=O)C1CCCN(C(=O)c2[nH]c(C(F)(F)F)nc2-c2ccccc2)C1 (stereo unspecified)	6.5	-0.8	-2.3	-8.9	x
38	CC1=C(C(=O)Nc2ccccc2)C(c2ccc(C)o2)N2C(=O)CSC2=N1 (stereo unspecified)	-45.0	8.2	-6.7	4.8	x
39	COc1cc2c(cc1OC)C(c1ccc(Cl)cc1)=NCC2	-1.7	-3.7	1.2	-0.1	3.4
40	Cc1ccc(NC(=O)c2cc(NC(=O)c3ccco3)ccc2N2CCOCC2)cc1Cl	-6.4	-0.9	-0.2	3.1	-13.3
41	Cc1ccc(C)c(N(CC(=O)N2CCc3ccccc3C2)S(C)(=O)=O)c1	-1.6	3.2	1.5	-0.6	0.9
42	CC(N=c1ccccn1C(=O)Nc1ccc(F)cc1)c1ccco1 (stereo unspecified)	0.6	1.1	-0.3	3.5	-5.2
43	CCOc1ccc(C2C(C(=O)c3ccc(C)o3)=C(O)C(=O)N2CCCN(CC)CC)cc1 (stereo unspecified)	7.1	-0.1	2.9	2.7	0.0
44	O=C(NC1CCCC1)C(c1cccs1)N(Cc1ccco1)C(=O)Cn1nnc(-c2cccs2)n1 (stereo unspecified)	3.3	-1.2	1.0	-8.1	-17.6
45	CCOC(=O)C1CC2=C(CC(C)(C)CC2=O)N(CCOC)C1=O (stereo unspecified)	11.0	-4.8	1.8	-4.7	3.4
46	NS(=O)(=O)c1ccc(NC(=S)N2CCN(Cc3ccc(Cl)c(Cl)c3)CC2)cc1	6.1	1.2	-3.6	-2.7	x
47	CC(=O)Nc1ccc(S(=O)(=O)Nc2ccc(Cl)cn2)cc1	87.7*	-0.5	3.1	2.8	-2.3
48	CCCCN(C)C(=O)C1CCN(C/C(C)=C/c2ccccc2)CC1	6.2	-1.5	-1.9	-1.9	1.0

entry	TDP2 inh	MBD2 DNA inh	ABHD4 inh	rCAG binder	TCR CD3 inh
31	5.3	-1.4	-3.6	-0.9	0.9
32	1.0	-6.2	8.1	-2.7	-4.2
33	3.3	2.1	3.2	-2.1	5.2
34	-5.1	-1.1	-23.0	30.8	-1.2
35	1.1	-5.3	-0.4	3.3	1.7
36	9.9	4.8	1.7	-0.8	-7.9
37	-0.1	-5.6	2.9	2.5	8.5
38	4.7	-2.8	-7.2	15.4	-4.5
39	-8.3	-4.4	3.6	-8.1	-0.1
40	-5.7	0.5	5.5	2.5	0.9
41	6.5	0.8	-4.1	-9.7	-9.5
42	-4.6	0.8	-5.8	-4.9	2.8
43	16.5	-1.9	3.5	-0.4	8.2
44	2.7	2.4	-9.3	-0.7	3.1
45	-5.2	3.4	10.1	-1.2	-1.9
46	6.5	4.5	1.2	8.1	-4.2
47	0.3	0.5	-0.9	-1.5	9.0
48	20.4	-7.0	14.5	-7.5	1.9

Assay outcomes from PubChem.

A portion of the library, so the mix of outcomes need not match the whole.
